# SUMO1 PPI mod – modulators of human SUMO1-mediated protein-protein interactions | P63165 | SUMO1 binding to a labelled peptide, TR-FRET, 1 h | inhibition, % at 20 µM | 360,000 compounds, 0.33% hits | AID 602429; in the data active = inhibition above about 37%
# Rpn11 block – inhibitors of human proteasome Rpn11; O00487; human 26S proteasome, Ub4-pepOG fluorescence polarization; 20S core pre-blocked with epoxomicin; calls only at 20 µM; 360,000 compounds, 0.59% hits; AID 588493;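 active = inhibition at 20 µM, scaled to each plate's controls, above about 33%, limit read from the data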
# Target sequence (O00487 whole entry, looked up): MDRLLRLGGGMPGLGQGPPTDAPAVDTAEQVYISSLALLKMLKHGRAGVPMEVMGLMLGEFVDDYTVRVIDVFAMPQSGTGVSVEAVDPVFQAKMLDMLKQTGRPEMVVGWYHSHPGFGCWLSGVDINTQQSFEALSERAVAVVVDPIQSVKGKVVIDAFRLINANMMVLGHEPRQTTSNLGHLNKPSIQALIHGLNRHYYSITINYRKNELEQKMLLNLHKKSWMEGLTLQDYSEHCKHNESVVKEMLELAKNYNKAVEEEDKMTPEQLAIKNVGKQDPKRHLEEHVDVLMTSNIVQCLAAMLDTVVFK
# LMPTP inh – blocks human LMPTP phosphatase. recombinant LMPTP-A, OMFP fluorogenic substrate, fluorescence intensity. inhibition, % at 20 µM. 360,000 compounds, 0.22% hits;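 active = compounds that cut the enzyme signal by at least half of the control window in the single-dose screen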;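 also: plate controls were DMSO wells with enzyme plus substrate for no effect and substrate without enzyme for full effect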
# Target sequence (P24666 whole entry, looked up): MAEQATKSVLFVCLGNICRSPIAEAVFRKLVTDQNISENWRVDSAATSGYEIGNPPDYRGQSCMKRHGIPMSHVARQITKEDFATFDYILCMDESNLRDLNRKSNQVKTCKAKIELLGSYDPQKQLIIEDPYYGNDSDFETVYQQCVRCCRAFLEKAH
#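 Assay system: LMPTP-A phosphatase enzyme | Input: 0.625 nM enzyme | Also added: Fluorogenic phosphatase substrate OMFP at 400 µM final | Compound dosing: One test concentration per compound, 20 µM, with 3% DMSO overall | Schedule: 50 min enzyme reaction at room temperature, protected from light | Signal: Fluorescence intensity | Benchmarks: no-enzyme and uninhibited controls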
# DNMT1 block – blocks human DNA methyltransferase DNMT1; P26358; DNMT1 molecular beacon, Hinp1I cleavage, fluorescence; inhibition (reported as % activation of signal), % at 10 µM; 360,000 compounds, 0.83% hits; AID 588458; in the data active = inhibition above about 50%
# NadD block – NadD (S. aureus) enzyme inhibition | AID 602399 | inhibition, % at 20 µM | 360,000 compounds, 0.78% hits | purified NadD enzyme, colorimetric absorbance read-out; in the data active = inhibition above about 26%; also: some compounds past the cut are filed as inactive
# STEP block – blocks human striatal-enriched tyrosine phosphatase; recombinant STEP, OMFP fluorogenic substrate, fluorescence; P54829; 360,000 compounds, 0.25% hits; inhibition, % at 20 µM;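 active = inhibition at 20 µM, scaled per plate between control wells, above about 37%, limit read from the data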;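 also: 0% = DMSO with enzyme and substrate and 100% = substrate only without enzyme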
#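 Assay system: isolated STEP enzyme. Buffer or medium: pH 6.0 Bis-Tris with DTT and Tween 20. Also added: fluorogenic phosphatase substrate OMFP at 25 µM final. Dosing: 20 µM, 1% DMSO. Timing: 20 min reaction, room temperature, in the dark. Measured by: fluorescence intensity, excitation 480 nm, emission 540 nm. Evaluation: normalized % inhibition.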
# TbMetRS inhib – Trypanosoma brucei MetRS inhibition; 360,000 compounds, 0.4% hits; inhibition, % at 11.9 µM; purified T. brucei MetRS, ATP depletion, Kinase-Glo luminescence;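 active = inhibition above a per-plate cutoff of the control wells' mean inhibition plus 3 SD, cut at about 5.5% in these data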;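 also: 0% = DMSO wells median and 100% = median of wells with control inhibitor compound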
#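 Material: parasite MetRS enzyme / Replication: singlicate, one well per compound / Signal: luminescence of leftover ATP / Schedule: 2 h aminoacylation at 25 °C after 15 min preincubation / Medium: HEPES-MgCl2-KCl buffer plus DTT, spermine, BSA, pyrophosphatase / Doses: 11.9 µM single point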
# CSN inh – blocks human CSN-mediated cullin deneddylation. Q92905. Purified CSN, SCF-Nedd8-OG deneddylation, fluorescence polarization. inhibition, % at 12.5 µM. 360,000 compounds, 0.38% hits. AID 651999;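 active = pattern-corrected inhibition above about 35%, with an unprinted fluorescence ratio check between 0.5 and 1.5, limit read from the data, passing the limit was not always enough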;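 also: 0% = enzyme with substrate and 100% = substrate without enzyme; some results filed as inactive read as strong as hits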
# Target sequence (Q92905 whole entry, looked up, one chain of several): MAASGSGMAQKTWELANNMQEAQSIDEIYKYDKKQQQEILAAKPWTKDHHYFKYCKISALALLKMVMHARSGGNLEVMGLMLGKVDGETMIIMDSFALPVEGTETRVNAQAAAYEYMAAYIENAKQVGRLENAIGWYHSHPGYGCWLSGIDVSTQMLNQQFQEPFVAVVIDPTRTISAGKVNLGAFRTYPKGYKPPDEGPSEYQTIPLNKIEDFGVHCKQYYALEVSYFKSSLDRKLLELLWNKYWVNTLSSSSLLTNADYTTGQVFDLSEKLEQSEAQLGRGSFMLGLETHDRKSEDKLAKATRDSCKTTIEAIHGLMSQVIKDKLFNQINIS
#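 test system = HEK293T-derived human Csn5 enzyme | amount = 0.24 nM Csn5 enzyme, final concentration | medium = Tris/NaCl/DTT buffer, pH 7.5 | schedule = 90 min reaction at room temperature | signal = FP | evaluation = inhibition of Csn5 cleavage, % | compound dosing = single dose of 12.5 µM compound with 0.25% DMSO | probe or stimulus = 10 nM SCFSkp2-Nedd8OG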
# Scp1 inh – inhibitors of human Scp-1 phosphatase. Recombinant Scp1, phosphopeptide, malachite green phosphate absorbance. inhibition, % at 20 µM. 340,000 compounds, 0.88% hits. AID 493091;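 active = inhibition above about 50% at 20 µM, limit read from the data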;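 also: plate controls were DMSO wells with enzyme for no effect and wells lacking enzyme for full effect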
# Target sequence (Q9GZU7 76-261 limits assumed): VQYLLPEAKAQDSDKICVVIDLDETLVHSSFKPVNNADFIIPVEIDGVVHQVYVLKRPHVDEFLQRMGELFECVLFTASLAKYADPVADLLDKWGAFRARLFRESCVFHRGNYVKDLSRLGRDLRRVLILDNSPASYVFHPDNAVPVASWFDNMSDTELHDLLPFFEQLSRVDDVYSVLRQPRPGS
#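 Assay system: SCP-1 catalytic fragment, aa 76-261 | Buffer or medium: Tris acetate buffer pH 5.5 with MgCl2 and Tween-20 | Compound: One concentration, 20 µM, with 1.0% DMSO | Also added: Phospho 17-mer peptide substrate | Signal: Absorbance at 630 nm | Incubation: 45 min enzyme reaction at room temperature | Measure: % inhibition of SCP-1 phosphate liberation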
# MsrA inhibitor – bovine MsrA inhibition; AID 651718; 360,000 compounds, 0.75% hits; purified bovine MsrA, absorbance read-out; inhibition, % at 15.5 µM; in the data active = inhibition above about 4.5%;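 also: 0% = vehicle wells with enzyme and 100% = reference inhibitor wells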
# Numbers without * were called inactive; i = inactive; x = not tested or not shown.
entry	SMILES	SUMO1 PPI mod	Rpn11 block	LMPTP inh	DNMT1 block	NadD block	STEP block	TbMetRS inhib	CSN inh	Scp1 inh	MsrA inhibitor
1	CC(C)OC(=O)CC(=O)CC(O)c1cccc([N+](=O)[O-])c1 (stereo not drawn)	-15	x	-1.4	x	x	x	-0.1	-1	x	-0.8
2	COc1ccc2sc3cccc(NCCN(C)C)c3c(=O)c2c1	-45	i	1.1	56*	-5	3	-0.3	4	x	-0.8
3	COCCNC(=O)c1onc(CSc2cc(C)cc(C)c2)c1C(=O)O	11	i	0.2	7	-1	-1	-0.2	-2	3	0.0
4	CC(=O)Oc1ccc(N(C(C)=O)S(=O)(=O)c2ccc(C)cc2C)c2ccccc12	-2	i	2.2	0	-3	0	-0.1	0	-9	0.5
5	COc1cc(/C=N/NC(=O)c2ccc3c(c2)OCCO3)c(Br)c(Br)c1O	3	i	-10.0	-1	16	-2	0.1	-1	14	3.1
6	CCOC(=O)N(NC(=O)C(O)(c1ccccc1)c1ccccc1)c1ccccc1	-3	i	0.5	3	-4	0	0.1	-15	-10	0.8
7	Cc1ccc(S(=O)(=O)CCSc2cccc(C(=O)O)c2)cc1	-2	i	0.0	1	-1	2	0.4	5	-2	-1.4
8	COc1ccccc1N1CCN(C(=O)NCc2cccc(C(F)(F)F)c2)CC1	-2	i	1.3	3	-8	-4	-0.2	-2	-15	-0.8
9	CCOc1cccc2sc(NC(=O)CC)nc12	33	i	0.8	4	-5	-8	-0.7	-1	-3	-0.2
10	O=C1C2C3C=CC(C3)C2C(=O)N1c1ccc(-c2nc3ccccc3o2)cc1 (stereo not drawn)	1	i	-0.7	-2	-7	12	-0.5	-5	-5	-0.6
11	COc1cccc(C=Nc2cc(C)cc(C)c2)c1O	0	i	0.3	-3	4	2	-0.2	1	-10	-0.2
12	CCCN1Cc2cccc(C(=O)Nc3ccc(OC)c(OC)c3)c2C1=O	-1	i	2.1	2	1	8	0.1	-1	-1	0.0
13	CSc1nccc(Oc2ccc(C#N)cc2)n1	-2	i	-2.4	-4	7	-1	0.5	-3	-4	0.6
14	O=C(CN1CCN(Cc2ccccc2)CC1)Nc1ccc(N2CCOCC2)cc1	0	i	0.7	0	3	1	-0.1	4	-10	0.0
15	CC(C)Cn1c(N)c(C(=O)CSc2nc3ccccc3n2C)c(=O)n(C)c1=O	-1	i	-0.6	0	-4	1	-0.2	-4	1	-1.5
16	S=c1[nH]nc(-c2ccco2)n1/N=C/c1cccc(Cl)c1Cl	3	i	2.4	6	19	0	-0.4	0	4	0.1
17	CCCCOCCCNC(=O)N[C@@H](CCSC)C(=O)OC	3	i	-0.6	2	2	-5	-0.6	-1	3	0.4
18	O=C(CSc1nc2ccccc2s1)N1c2ccccc2Sc2ccc(Cl)cc21	1	i	2.5	7	5	-1	-1.4	-2	-10	1.0
19	Cc1cccc(C)c1NC(=O)C(c1ccc(C#N)cc1)n1c(=O)c(-c2cc3ccccc3[nH]2)nc2ccccc21 (stereo not drawn)	-4	x	2.0	x	x	x	-0.2	0	x	0.2
20	CN(C)c1ccc(/C=C/c2ccc3ccccc3[n+]2C)cc1	-38	i	46	1	16	13	-2.6	9	66*	1.0
21	O=C(NNC(=O)c1ccc(SCC2CCCO2)c([N+](=O)[O-])c1)c1ccc(F)cc1 (stereo not drawn)	-19	i	-0.1	0	0	0	-0.2	1	5	0.1
22	CCOc1cc(-c2ccc(N)c(OCC)c2)ccc1N	1	i	1.2	-18	7	-1	-0.3	-22	1	0.7
23	COc1ccc(-n2nc(C(=O)NCC(=O)N3CCCCCC3)c3ccccc3c2=O)cc1OC	-15	i	-1.0	4	-4	0	0.2	3	-7	0.8
24	CCOc1cc(C(=O)OC(C)C(=O)Nc2ccc(S(N)(=O)=O)cc2)ccc1OCC(=O)N1CCOCC1 (stereo not drawn)	3	i	-0.1	1	-1	0	-0.4	-3	-5	-0.9
25	COc1ccccc1N(CC(=O)NCC1CCCO1)C(=O)CNS(=O)(=O)c1ccc(Cl)cc1 (stereo not drawn)	-1	i	-0.1	2	-3	-3	0.4	1	-2	-1.4
26	Cc1ccc(-c2noc(CCC(=O)Nc3ccc4c(c3)OCO4)n2)cc1	-4	i	1.1	-2	0	-3	-1.1	3	-7	0.5
27	CCCCNC(=O)c1nc(-c2cnc(C)cn2)oc1-c1ccc(Cl)cc1	-15	x	1.0	x	x	x	-0.2	8	x	1.2
28	O=C(Nc1ccncc1)c1ccc(Cl)c(S(=O)(=O)N2CCc3ccccc32)c1	5	i	3.3	0	4	0	-0.8	2	1	0.0
29	O=C(NC1CCCCC1)c1cccnc1Sc1ccccc1	0	i	0.0	1	1	0	-0.4	-3	-7	-1.3
30	CCCN(C)C[C@H]1Oc2cc(C#Cc3ccc(F)cc3)ccc2S(=O)(=O)N([C@H](C)CO)C[C@@H]1C	-1	i	-1.4	-11	-2	-1	-2.0	1	x	-0.4
31	O=C(CN1C(=O)c2ccccc2S1(=O)=O)Nc1ccc(S(=O)(=O)N2CCCCC2)cc1	-1	i	-0.2	-5	5	-4	-0.9	4	-17	0.2
32	COc1ccc(C2=NS(=O)(=O)N(C)C(C(=O)Nc3ccc(C)cc3)=C2)cc1	-15	i	1.0	-6	-4	2	-0.2	3	-19	2.9
33	Cc1cc(=O)n2nc(N3CCCC3C(=O)Nc3ccc(C(C)C)cc3)sc2n1 (stereo not drawn)	-5	i	1.0	0	11	-1	-1.0	-3	-9	-0.3
34	CCOc1ccccc1NC(=O)CN1c2cccc3cccc(c23)S1(=O)=O	-12	i	2.2	-10	1	2	-0.4	-4	-4	1.2
35	COc1ccc(NC(=O)c2oc3ccccc3c2NC(=O)C2CC2)c(OC)c1	-2	i	-1.7	9	-11	-2	0.4	-1	-13	-0.5
36	COc1cc(OC)c(OC)cc1C#N	-1	i	-1.7	2	-2	-4	0.4	1	34	0.4
37	Cc1ccccc1CC1(CO)CCCN(C(=O)c2ccc3ncccc3c2)C1 (stereo not drawn)	0	i	1.6	0	-6	-1	0.6	2	-11	2.6
38	CCOC(=O)c1c(NC(=O)CSc2nc3ccc(C)cc3[nH]2)sc2c1CC(C)(C)NC2(C)C	-1	i	0.1	-2	0	0	-0.3	3	0	-1.3
39	C#CCOCCOCCOCCNc1nc(N2CCN(C(=O)C([C@@H](C)O)n3cc([C@@H](N)CCCCN)nn3)CC2)nc(N2CCN(C(=O)[C@H](CC(N)=O)n3cc([C@@H](N)C(C)C)nn3)CC2)n1 (stereo partly drawn)	-27	i	-11	3	-3	-7	-0.3	-5	0	-0.2
40	O=C(CCc1nnc(CCCCc2ccccc2)o1)NC(c1cccnc1)C(F)(F)F (stereo not drawn)	1	i	0.5	-5	-9	-2	-0.5	2	-5	-0.9
41	O=C(COC(=O)C1CC1)NCCNC(=O)COC(=O)C1CC1	-3	i	-1.4	2	3	-1	-0.6	4	-1	-1.7
42	O=C(N/N=C/c1cccs1)c1ccc(NC(=O)c2ccccc2Cl)cc1	-5	i	0.1	-1	7	-2	-0.5	-1	-3	4.8*
43	CCCc1cnc(Nc2nc(C(N)Cc3ccc(OC)cc3)cs2)nc1 (stereo not drawn)	-4	i	0.5	6	-1	1	-0.1	0	x	-0.6
44	COCC(=O)N[C@H]1C=C[C@@H](CC(=O)NCc2ccccc2OC)O[C@@H]1CO	4	x	-1.1	x	x	x	-0.5	1	x	0.1
45	COC(=O)C(O)(NC(=O)c1ccncc1)C(F)(F)F (stereo not drawn)	4	i	-1.0	-2	-2	-3	-0.6	-2	1	-1.5
46	CCOC(=O)C(=O)Nc1ccc(OC)c(Cl)c1	-2	i	0.7	-2	-3	-2	-0.1	-4	3	0.8
47	CCCCc1nc(NCC2CCCO2)c(C#N)c2c1COC(C)(C)C2 (stereo not drawn)	-2	i	1.2	-2	4	-6	0.0	-2	-10	0.1
48	CCc1nnc(NC(=O)CN2CCN(C3CCCCC3)CC2)s1	0	i	-1.1	1	-3	-2	-1.0	5	-10	-0.8
49	CNC(=S)NC1(C)CCS(=O)(=O)C1 (stereo not drawn)	2	i	-0.3	6	-5	-3	-1.3	-1	11	-0.5
50	Cn1c(CNC(=O)Nc2cccc(Cl)c2)nnc1SCc1ccccc1	0	i	0.4	-8	-1	-2	1.2	4	3	0.7
51	CCC(=O)Nc1cccc(NC(=O)c2cccnc2)c1	-3	i	0.0	1	-2	-2	-0.9	0	-2	-0.1
52	CS(=O)c1ccccc1COC(=O)Nc1ccc(Cl)cc1 (stereo not drawn)	0	i	-1.3	-2	-2	-2	-0.1	4	2	-0.1
53	O=C(Nc1ccc(Oc2ccccc2)nc1)C1CCN(Cc2ccccc2)CC1	2	i	0.1	0	-3	-1	-0.3	1	1	0.0
54	COc1ccc(S(=O)(=O)N2CCc3ccccc32)cc1C(=O)NCc1ccco1	2	i	2.2	1	2	2	-0.7	5	-4	-1.2
55	CCOC(CCNC(=O)CCC(=O)Nc1ccc2nc(N3CCN(C)CC3)cc(C)c2c1)OCC	5	i	-2.5	6	-6	4	-1.7	-1	6	1.2
56	CC(=O)Nc1ccc(Sc2ncccc2C(=O)Nc2ccc(F)cc2)cn1	3	i	-0.7	2	-4	-1	0.4	1	-3	-0.3
57	COc1cc(NC(=O)C2CC(c3cccc(Br)c3)=NO2)cc(OC)c1OC (stereo not drawn)	-1	i	0.9	-3	-3	3	1.6	4	-10	-0.5
58	COC(=O)N1N=C(c2ccccc2)CC1(O)C(F)(F)F (stereo not drawn)	0	i	0.9	0	0	0	-0.2	2	-7	0.8

# Full records, quoted from the list. Order of screens: SUMO1 PPI mod, Rpn11 block, LMPTP inh, DNMT1 block, NadD block, STEP block, TbMetRS inhib, CSN inh, Scp1 inh, MsrA inhibitor
# COc1ccc(S(=O)(=O)N2CCc3ccccc32)cc1C(=O)NCc1ccco1 reads 2, i, 2.2, 1, 2, 2, -0.7, 5, -4, -1.2
# CCc1nnc(NC(=O)CN2CCN(C3CCCCC3)CC2)s1 reads 0, i, -1.1, 1, -3, -2, -1.0, 5, -10, -0.8

# Random draw from the library; overall some 3.9% were active at least once.
